Avidin fluor = avidin bead compound fluorescence profile; Avidin beads, compound fluorescence 488/530 nm, flow cytometry; active compounds read high; fluorescence (KMESF) at 10 µM; hit rate 0.38% among 220,000; in the data active means fluorescence above about 47; further: inactives centre near 10
RGS7-Gao = human RGS7-Galphao interaction regulation; P09471; Multiplexed bead flow cytometry, RGS7-Galphao binding; actives lie on both sides; binding response (% of control), % at 10 µM; hit rate 0.35% among 220,000; in the data active means binding response below about 49% or above about 150%; inconclusive means no clear call, values can overlap the other calls; inactive means in between;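 further: fluorescent Galphao held in activated GDP-AlF4 state binding bead-coupled RGS7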
Target sequence (P09471 whole entry, looked up): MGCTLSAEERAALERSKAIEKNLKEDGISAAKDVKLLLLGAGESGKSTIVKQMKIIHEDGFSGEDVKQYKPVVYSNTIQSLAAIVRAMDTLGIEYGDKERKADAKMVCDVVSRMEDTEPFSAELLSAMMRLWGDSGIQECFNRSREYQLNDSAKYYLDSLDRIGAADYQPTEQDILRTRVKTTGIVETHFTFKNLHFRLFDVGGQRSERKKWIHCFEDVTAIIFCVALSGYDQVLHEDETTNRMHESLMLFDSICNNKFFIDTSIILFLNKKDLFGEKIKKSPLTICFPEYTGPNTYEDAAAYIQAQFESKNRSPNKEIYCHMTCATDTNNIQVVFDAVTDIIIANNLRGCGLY
RGS4-Gao reg = modulates binding of RGS4 to human Galphao | hit rate 0.33% among 220,000 | Multiplexed bead flow cytometry; actives lie on both sides | AID 1415 | binding response (% of control), % at 10 µM | P09471; in the data active means binding response below about 49% or above about 150%; inactive means in between;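 further: fluorescent Galphao activated with aluminum fluoride binding bead-coupled RGS4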
* = called active by the depositor; ? = inconclusive; . = no result given.

SMILES	Avidin fluor	RGS7-Gao	RGS4-Gao reg
CC(/C=C1\SC(=S)N(CCC(=O)Nc2nc(C)cs2)C1=O)=C\c1ccccc1	41	?	101
COc1ccc(NC(=O)Nc2nnc(-c3ccco3)s2)cc1	7	?	96
CCOC(=O)c1c(CN2CCC(C)CC2)n(C)c2cc(Br)c(OC)cc12	8	?	101
COc1ccc(C(=O)Cn2c(Cl)nc3c2c(=O)n(C)c(=O)n3C)cc1	13	?	103
CCOc1ccc2nc(NC(=O)Cn3[nH]c(=O)c4ccccc4c3=O)sc2c1	9	?	91
COC(=O)C1=C(C)Nc2nc3ccccc3n2C1c1ccccc1F (configuration not stated)	5	?	102
NNC(=O)c1csc(Cc2c(Cl)sc3ccc(Cl)cc23)n1	8	?	94
O=C(CC1SC(=O)N(c2ccccc2)C1=O)Nc1ccc(Br)cc1 (configuration not stated)	4	?	102
CC(C)n1c(C(F)(F)F)nc2cc(C(=O)N3CCC(O)CC3)ccc21	7	?	97
Cc1cccn(Cc2c(F)cccc2Cl)c1=O	5	?	83
COC(=O)c1sc(SC)c(-c2ccon2)c1C	6	?	99
COc1ccc(CC(=O)NNC(=S)NC(=O)c2cccnc2)cc1	4	?	103
COC(=O)c1cccc(NC(=O)CC2C(=O)NCCN2C(=O)c2ccc(F)cc2F)c1 (configuration not stated)	5	?	100
Cc1ccc(C)n1-c1cc([N+](=O)[O-])ccc1-n1ccnc1	4	?	104
Cc1ccc(N=CNc2ccc(C)cc2C)c(C)c1	5	?	105
CCCCOC(=O)Nc1ccc(S(=O)(=O)Nc2nccs2)cc1	4	?	107
Cc1cc(C)n2nc(C(=O)Nc3ccc(S(=O)(=O)N4CCCC4)cc3)nc2n1	6	?	93
c1ccc(-c2ccc(CN3C[C@@H]4C(c5ccccc5)C5(c6ccccc6)CC4(C5)[C@H]3c3ccccc3)cc2)cc1 (some centres not stated)	7	?	96
Oc1ccccc1C=NCCN=Cc1ccccc1O	15	?	95
CC[N+](C)(C)CC/C=C1/c2ccccc2Sc2ccc(Cl)cc21	6	?	107
CC(=O)c1cccc(NC(=O)CN(C)Cc2ccc(OC(F)F)cc2)c1	8	?	103
Cc1cc(C)c2cc(C(=O)N3CCC(C(=O)c4ccc(F)cc4)CC3)[nH]c2c1	7	?	101
CN(C)NC(=O)c1csnc1-c1c(Cl)cccc1Cl	7	.	99
CCOP(=O)(OCC)/C(C#N)=C/c1c[nH]c2ccccc12	6	?	106
O=C(Nc1ccc(S(=O)(=O)N2CCOCC2)cc1)c1ccc(=O)[nH]c1	8	?	101
C=C(C)C(=O)Nc1cccc(C2=NOC3(C2)C[C@@H](C(N)=O)N(C(=O)c2ccc(OC)cc2)C3)c1 (some centres not stated)	7	?	94
CN1CCN(c2oc(-c3ccc([N+](=O)[O-])cc3)nc2C#N)CC1	8	?	101
Cc1cc(=O)n2[nH]c(CCC(=O)O)nc2n1	9	?	97
NS(=O)(=O)c1ccc(NC(=O)CSc2ncccn2)cc1	10	?	103
O=C(CCCOc1ccc(Cl)cc1Cl)Nc1ccccc1C(=O)O	4	?	107
Cc1cc(Cl)ccc1NNC(=O)c1c(C)noc1C	2	?	108
Cc1ccc(O)c(NC(=O)CN(C)S(=O)(=O)c2ccc(Cl)cc2)c1	5	?	108
COc1cc(OC)c2c(-c3ccccc3)cc(=O)oc2c1C(CC(=O)N1CCCC1)c1ccc2c(c1)OCO2 (configuration not stated)	8	?	100
Cn1cc(S(=O)(=O)NCc2ccc(Cl)cc2)c(=O)n(C)c1=O	8	?	102
COC(=O)C1=C(C)N(Cc2ccccc2)C(=O)N[C@H]1c1cccs1	8	?	99
COC(=O)c1ccc(NC(=S)NC(=O)c2c(-c3ccccc3)noc2C)cc1	3	?	94
COc1cc(C2NC(=O)NC(C)=C2[N+](=O)[O-])cc(OC)c1OC (configuration not stated)	7	?	98
O=C(COc1cc(Cl)c(Cl)cc1Cl)Nc1ccc([N+](=O)[O-])cc1Cl	46	?	145
O=C(c1c[nH]c2ccccc12)C(F)(F)F	6	?	102
O=C(O)c1nccnc1C(=O)Nc1ccc(Oc2c(Cl)cccc2Cl)nc1	6	?	117
CCCC(=O)Nc1ccc(NC(=O)c2ccccc2)nc1	9	?	102
O=C(CSc1ncccc1C(=O)O)NC1CCCCCCC1	13	?	83
CC(NC(=S)NC1CCCCC1)C(c1cccs1)N1CCOCC1 (configuration not stated)	7	?	104
COC(=O)c1c(NC(=O)CCNCc2ccco2)sc2c1CCC2	6	?	101
O=C(NCC1CCCO1)C1CCN(C2CCN(Cc3cccs3)CC2)CC1 (configuration not stated)	8	?	106
CCOC(=O)N1C2=NC(C(=O)OC)=C(C(=O)OC)[C@@H]3Nc4ccccc4[C@]23C[C@H]1C(=O)OC	9	?	98
O=C1C(C2=NC(c3ccccn3)C3C(=O)N(c4ccc(Cl)cc4Cl)C(=O)C23)=C(O)c2ccccc21 (configuration not stated)	8	?	98
Cc1onc(-c2c(Cl)cccc2Cl)c1C(=O)Nc1ccc(N2CCOCC2)cc1	5	?	104
O=C(c1ccco1)N1CCN(c2ccc([N+](=O)[O-])cc2Cl)CC1	7	?	101
O=C1CCC(=O)N1CC1CC2CCC1C2 (configuration not stated)	3	?	97

New compounds follow:
SMILES	Avidin fluor	RGS7-Gao	RGS4-Gao reg
COc1cccc(CN2CCN(C3CCOCC3)CC2CCO)c1 (configuration not stated)	11	?	95
O=C(NCc1cccc(Cl)c1)c1ccc(-c2csnn2)cc1	6	?	97
Cc1nc(Sc2ccccc2)c(C#N)c(C)c1[N+](=O)[O-]	3	?	89
O=C(O)/C=C/C(=O)Nc1ccc(OC(F)(F)F)cc1	10	?	102
COc1ccc(/C=N/N2CCOCC2)cc1Cn1nc(C)c([N+](=O)[O-])c1C	6	?	101
COc1ccc(CNc2nc3nc(C)c(Cl)c(C)n3n2)cc1	10	?	100
O=C1CSC(c2cccnc2)N1Cc1ccc(Cl)c(Cl)c1 (configuration not stated)	9	?	99
C[n+]1ccc(/C=C/c2cccs2)cc1	8	?	95
Nc1ccc(S(=O)(=O)Nc2ccnn2-c2ccccc2)cc1	8	?	100
O=C(c1nc2ccccn2c1CNCCn1ccc2ccccc21)N1CCOCC1	25	?	111
CCCCOc1ccc(NC(=O)Nc2nnc(C)s2)cc1	6	?	108
CCCN1CCC(=O)N([C@H](CSc2ccc(Br)cc2)c2ccccc2)CC1	8	?	101
COc1cc(/C=N/NC(=O)Cn2cnc3ccccc3c2=O)ccc1O	8	?	102
Nc1nc(NCc2ccco2)nc(Nc2cccc(F)c2)c1[N+](=O)[O-]	3	?	106
C/C(=N\NC(=O)Cc1cccn1C)c1ccc([N+](=O)[O-])cc1	7	?	99
Cc1occc1C(=O)N/N=C/c1ccccc1[N+](=O)[O-]	8	?	98
CC(C)Oc1ccc(C(=O)NCC(=O)O)cc1	6	?	102
Cc1nc(=S)c2c([nH]1)-c1ccccc1CC21CCCCC1	7	.	109
O=C(CCN1CCN(CCO)CC1)Nc1cccc(Br)c1	14	?	117
Cc1nn2c(N3CCN(C)CC3)c3c(nc2c1-c1ccccc1)CCCC3	3	?	101
CC(C)[N+]1=C2C=CC=CC=C2SC12C([N+](=O)[O-])=CC(=[N+]([O-])[O-])C=C2[N+](=O)[O-] (configuration not stated)	4	?	104
Fc1ccccc1-c1nc(-c2cnccc2C(F)(F)F)no1	6	?	98
O/N=C1\CCCc2ccc3ccccc3c21	7	?	99
CCOC(=O)c1ccc(NC(=O)c2nc[nH]c2C(=O)N[C@@H](CC(C)C)C(=O)OCc2ccccc2)cc1	17	?	109
COc1ccc(SC[C@H](Cc2ccccc2)N2CCN(C)CCC2=O)cc1	9	?	104
Cc1cc(-c2cc(C(=O)NC3CCCC3)on2)nc(NC2CCCC2)n1	8	?	96
CC(C)c1ccc(NNC(=O)C2CCC2)cc1	6	?	98
N#C/C(=C\c1ccc[nH]1)C(=O)N1CCCCC1	6	?	97
O=C(CN1CCN(Cc2ccccc2Cl)C1=O)NCc1ccccn1	7	?	93
N#Cc1c(N)n(-c2cccc(C(=O)O)c2)c2nc3ccccc3nc12	13	?	98
NC(=O)COc1ccc(Nc2nnc(-c3ccc(O)cc3)c3ccccc23)cc1	8	?	97
O=C1C=C(Nc2ccc(O)cc2)C(=O)c2ccccc21	7	?	98
CN1C[C@@H]2C(c3ccc(C(F)(F)F)cc3)C3(c4ccccc4)CC2(C3)[C@H]1c1ccccc1 (some centres not stated)	8	?	100
COc1cc(/C=C2/SC(=O)NC2=O)ccc1Oc1ccc([N+](=O)[O-])cc1[N+](=O)[O-]	8	?	101
O=C(NNc1cc(Cl)ccc1Cl)c1cccs1	4	?	111
CC(C)(/C=N/O)/[N+]([O-])=C/c1ccccc1	4	?	97
O=C(O)CNc1ccccc1C(=O)O	4	?	98
COc1ccccc1NS(=O)(=O)c1ccc(O)c(NC(=S)NCC2CCCO2)c1 (configuration not stated)	4	?	100
O=C(/C=C/c1ccco1)N1CCN(c2ccc(F)cc2)CC1	6	?	101
NC(=O)c1nnsc1-c1ccc(-c2snnc2C(N)=O)cc1	6	?	108
Cc1ccc(Nc2nc(N)nc(CSc3nnc(C)s3)n2)cc1	8	?	102
Cc1cc(C)nc(NC=C2C(=O)OC(C)(C)OC2=O)n1	3	?	107
CN1CCN(C(=S)c2ccc(-c3cccc([N+](=O)[O-])c3)o2)CC1	4	?	104
CN(C)CCCNC(=O)c1ccccc1Oc1ccccc1	8	?	98
CCCCOC(=O)c1nnc(-c2ccccc2)o1	3	?	102
Cc1cccc2c1NC1(CCCC1)CC2C (configuration not stated)	6	?	96
CN(C)c1ccc(/C=C/C(=O)c2cc(Cl)ccc2O)cc1	4	?	101
CCOC(=O)C(C)c1c(C(=O)c2ccc(C)nc2)c2ccccc2n1C (configuration not stated)	7	?	102
CC(NCCC(Cc1ccccc1)c1ccco1)c1ccccc1 (configuration not stated)	6	?	98
CCC(=O)N(Cc1cc(=O)[nH]c2ccccc12)c1ccc(C)cc1	8	?	96

The list goes on:
SMILES	Avidin fluor	RGS7-Gao	RGS4-Gao reg
CN1C[C@@H]2C(c3ccccc3)C3(c4cccnc4)CC2(C3)[C@H]1c1ccccc1 (some centres not stated)	7	?	85
COc1ccc(C2=NOC(CNC(=S)N3CCOCC3)C2)cc1 (configuration not stated)	6	?	89
O=C(NCc1ccccc1Cl)NCc1ccccc1Cl	2	?	43*
COc1ccccc1/C=C/C(=O)NCC(=O)n1nc(C)cc1C	5	?	96
Cc1ccc2c(c1)C1CN(C)CCC1N2Sc1ccccc1[N+](=O)[O-] (configuration not stated)	9	?	103
C=CCn1cc(C(=O)OCC)c(=O)c2cc(F)c(F)cc21	8	?	110
CC(=O)Nc1ccc(-c2csc(NC(=O)C3CC(=O)N(c4ccc5c(c4)OCCO5)C3)n2)cc1 (configuration not stated)	6	?	87
CC(C)c1nc2sc3c(SCC(N)=O)ncnc3c2c2c1CCC2	5	?	101
CC(C)CN(CC(C)C)C(=O)Nc1ccc(F)cc1F	8	?	110
COc1ccc2c(c1)c1ncn(Cc3ccccn3)c(=O)c1n2C	6	?	97
O=C(O)c1ccccc1C(=O)NCC(O)COc1ccc(Cl)cc1 (configuration not stated)	7	?	99
Cc1cccc(-c2nc(C)cc(=O)[nH]2)c1	3	?	102
S=c1[nH]nc(CCCc2n[nH]c(=S)o2)o1	7	?	94
CC(C)NC(=O)c1ccc2c3n(nc2c1)-c1ccc(Cl)cc1CO3	8	?	103
COc1ccc(S(=O)(=O)N2CCN(c3ccccn3)CC2)cc1[N+](=O)[O-]	6	?	112
COc1ccccc1N1CCN(C(=O)CN2C(=O)c3ccccc3S2(=O)=O)CC1	7	?	100
C/C(CC(C)C)=N\NS(=O)(=O)c1ccc(C)c([N+](=O)[O-])c1	7	?	103
CCNC(=S)NNc1ccccc1	7	?	97
O=[N+]([O-])c1ccc2c(c1)S(=O)c1ccccc1-2 (configuration not stated)	9	?	103

In the list so far, 19 have an aryl methoxy group:
SMILES	Avidin fluor	RGS7-Gao	RGS4-Gao reg
COc1ccc(NC(=O)Nc2nnc(-c3ccco3)s2)cc1	7	?	96
CCOC(=O)c1c(CN2CCC(C)CC2)n(C)c2cc(Br)c(OC)cc12	8	?	101
COc1ccc(C(=O)Cn2c(Cl)nc3c2c(=O)n(C)c(=O)n3C)cc1	13	?	103
COc1ccc(CC(=O)NNC(=S)NC(=O)c2cccnc2)cc1	4	?	103
C=C(C)C(=O)Nc1cccc(C2=NOC3(C2)C[C@@H](C(N)=O)N(C(=O)c2ccc(OC)cc2)C3)c1 (some centres not stated)	7	?	94
COc1cc(OC)c2c(-c3ccccc3)cc(=O)oc2c1C(CC(=O)N1CCCC1)c1ccc2c(c1)OCO2 (configuration not stated)	8	?	100
COc1cc(C2NC(=O)NC(C)=C2[N+](=O)[O-])cc(OC)c1OC (configuration not stated)	7	?	98
COc1cccc(CN2CCN(C3CCOCC3)CC2CCO)c1 (configuration not stated)	11	?	95
COc1ccc(/C=N/N2CCOCC2)cc1Cn1nc(C)c([N+](=O)[O-])c1C	6	?	101
COc1ccc(CNc2nc3nc(C)c(Cl)c(C)n3n2)cc1	10	?	100
COc1cc(/C=N/NC(=O)Cn2cnc3ccccc3c2=O)ccc1O	8	?	102
COc1ccc(SC[C@H](Cc2ccccc2)N2CCN(C)CCC2=O)cc1	9	?	104
COc1cc(/C=C2/SC(=O)NC2=O)ccc1Oc1ccc([N+](=O)[O-])cc1[N+](=O)[O-]	8	?	101
COc1ccccc1NS(=O)(=O)c1ccc(O)c(NC(=S)NCC2CCCO2)c1 (configuration not stated)	4	?	100
COc1ccc(C2=NOC(CNC(=S)N3CCOCC3)C2)cc1 (configuration not stated)	6	?	89
COc1ccccc1/C=C/C(=O)NCC(=O)n1nc(C)cc1C	5	?	96
COc1ccc2c(c1)c1ncn(Cc3ccccn3)c(=O)c1n2C	6	?	97
COc1ccc(S(=O)(=O)N2CCN(c3ccccn3)CC2)cc1[N+](=O)[O-]	6	?	112
COc1ccccc1N1CCN(C(=O)CN2C(=O)c3ccccc3S2(=O)=O)CC1	7	?	100

Only part of the results is shown; the hit share may differ from the screen's.
